Screening data as filed in PubChem.
ERK EGF inh: qHTS Assay for Inhibitors of the ERK Signaling Pathway using a Homogeneous Screening Assay; Stimulation with EGF; Potency, µM (top dose mostly 11.5 µM), for the others: top-dose activity change, negative = inhibition, usual class: inhibitors; HEK293-V1b, EGF-stimulated phospho-ERK AlphaScreen; 130,000 compounds, 0.41% hits; active means well fitted inhibition curve with a large enough effect; inconclusive means small, poorly fitted or top-dose-only effect, or effect the other way;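 further: plate controls were stimulated vehicle wells for no effect and unstimulated vehicle basal for full effect; nearly all actives have a fitted effect of over 55% in size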
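Concentration-response of compounds against EGF-driven ERK phosphorylation in V1b-expressing HEK293 cells; 30 min preincubation, 5 min EGF, AlphaScreen detection; Normalized to DMSO basal and 25 nM EGF.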
An asterisk follows results filed as active; ? = inconclusive; & = joins results of further samples; [ ] = dose if it differs, or a comment. Potency means the concentration at half of the fitted maximal effect.

Sample of the layout, 5 compounds:
SMILES	ERK EGF inh
CN1CCCC(OC(=O)c2cccc(Cl)c2)C1 (stereo unspecified)	19.6%[57.5 µM]
Cc1ccc(NC(=O)COc2cccc3ccc(C)nc23)c(Br)c1	0.2%
N#CCCn1cc(C=O)c(-c2cccs2)n1	0.6%
COc1ccccc1C(O)(C(=O)NNc1ccccc1C)c1ccccc1OC	7.6%
Cc1cc2c3c(c1)C(C)CC(C)(C)N3C(=O)C2=O (stereo unspecified)	-7.3%

Results, from the start:
SMILES	ERK EGF inh
CN1CCCC(OC(=O)c2cccc(Cl)c2)C1 (stereo unspecified)	19.6%[57.5 µM]
Cc1ccc(NC(=O)COc2cccc3ccc(C)nc23)c(Br)c1	0.2%
N#CCCn1cc(C=O)c(-c2cccs2)n1	0.6%
COc1ccccc1C(O)(C(=O)NNc1ccccc1C)c1ccccc1OC	7.6%
Cc1cc2c3c(c1)C(C)CC(C)(C)N3C(=O)C2=O (stereo unspecified)	-7.3%
COC(=O)c1ccccc1NC(=O)CSc1nnc(-c2ccc(OC)cc2)n1C	7.8%
COC(=O)c1ccc(CN2CCN(C(C)C)C(CCO)C2)cc1 (stereo unspecified)	19.9%
c1ccc(Cn2c3ccccc3c3nnc(SCCN4CCCCC4)nc32)cc1	2.7%[57.5 µM]
COc1ccc(C(=O)C[n+]2ccc3ccccc3c2C)cc1	-25.0%[57.5 µM]
Cc1nc(-c2ccc(NC(=O)c3ccccc3Br)cc2)cs1	-0.2%
Cc1ccc(/C(N)=N/OC(=O)c2ccc(Cl)cc2Cl)cc1	2.6%
CCC(C)NC(=O)C(Sc1ccccc1)c1ccccc1 (stereo unspecified)	-5.9%
O=C(CS(=O)Cc1ccccc1Cl)Nc1ccccc1Cl (stereo unspecified)	2.5%
O=C(CC1C(=O)CCCC1=O)c1ccccc1	14.8%
O=C(O)c1ccc(Cl)c(S(=O)(=O)NCc2cccnc2)c1	-19.6%
N#Cc1nc(-c2ccco2)oc1NCc1ccccc1Cl	5.8%[57.5 µM]
COc1cccc(NC(=S)NNC(=O)Cn2nc(C(F)F)cc2C(F)F)c1	3.3%
COc1ccccc1-c1nnc(SCC(=O)NC2CCS(=O)(=O)C2)n1CCc1ccccc1 (stereo unspecified)	2.8%
Cc1ccccc1CSc1nnc(-c2cnccn2)n1C	-3.3%[57.5 µM]
COc1ccc(/C=N/NC(=O)c2ccncc2)cc1CN1CCOCC1	2.4%[57.5 µM]
Cc1cccc(NC(=O)CN2C(=S)NC(C)(C)CC2C)c1 (stereo unspecified)	-3.3%
O=C(CN1CCN(c2ccc([N+](=O)[O-])cc2Cl)CC1)N1CCOCC1	-1.3%[57.5 µM]
Cc1nn(-c2ccccc2)c(Cl)c1/C=N/NC(=O)c1ccc(NS(=O)(=O)c2cccs2)cc1	-9.5%
O=C1CSC(c2ccc(Cl)cc2Cl)N1c1ccccn1 (stereo unspecified)	3.7%
Cn1c(C(=O)OCC(=O)NCC2CCCO2)cc2sccc21 (stereo unspecified)	1.1%

Next structures follow.
SMILES	ERK EGF inh
O=C1NCCCCC1NS(=O)(=O)c1ccc(F)c(F)c1 (stereo unspecified)	2.3%[57.5 µM]
Cc1c(C(=O)NCc2ccccn2)oc2ccc(S(=O)(=O)N3CCC4(CC3)OCCO4)cc12	2.3%
COc1ccccc1NC(=S)NNC(=O)c1ccc(Cl)cc1Cl	-0.6%
COc1ccc(S(=O)(=O)N2CCOCC2)cc1NS(=O)(=O)/C=C/c1ccccc1	-1.8%
COc1cc(C(C(=O)NCc2ccccc2)N(Cc2ccco2)C(=O)c2cnccn2)cc(OC)c1OC (stereo unspecified)	8.3%
O=C1N=C(N2CCOCC2)S/C1=C\c1cccnc1	-19.1%
CCOC(=O)c1ccc(N2C(=O)CC(SCC(=O)Nc3ccc(S(N)(=O)=O)cc3)C2=O)cc1 (stereo unspecified)	1.2%
CC(C)C(NC(=O)C12CC3CC(CC(C3)C1)C2)C(=O)N/N=C/C1=C(N2CCOCC2)C(=C\c2cccc([N+](=O)[O-])c2)/CC1 (stereo unspecified)	-4.1%
COc1ccc(NC(=S)Nc2cc(C)ccn2)c(OC)c1	-1.9%
COc1cc(C2c3sc(=O)[nH]c3SC3C(=O)N(c4ccc(C)cc4)C(=O)C32)ccc1O (stereo unspecified)	-3.0%[57.5 µM]
CCOC(=O)C1CCN(C(=O)c2ccccc2N(C)S(=O)(=O)c2ccccc2)CC1	3.3%
CCCCN(C(=O)c1ccc(NC(=O)C(C)C)cc1)c1ccccc1	5.6%
O=C(Nc1cccc(S(=O)(=O)N2CCCCC2)c1)c1ccc2ncsc2c1	-3.5%[57.5 µM]
O=C(NNc1ccc([N+](=O)[O-])cc1[N+](=O)[O-])C1C2CCCCC21 (stereo unspecified)	-4.5%
CCOc1ccc(C(C)NC(=O)C2CCC2)cc1 (stereo unspecified)	4.8%
Cc1ccc(Nc2nc(-c3ccc(C)cc3)c(CC(=O)O)s2)cc1	3.4%
CCOc1ccc(OCC)c(S(=O)(=O)n2cc(C)nc2CC)c1	5.1%
COC(=O)c1c(N2C(=O)[C@H]3[C@@H](C2=O)[C@]2(C(=O)Nc4ccc(C)cc42)N2CCC[C@@H]32)sc(C)c1C	1.2%
Cc1csc(NC(=O)c2ccc(C(=O)Nc3nc(C)cs3)cc2)n1	-2.3%[57.5 µM]
CC(c1ccccc1)N1CCn2c(nc3cc(NS(C)(=O)=O)ccc32)C1 (stereo unspecified)	11.3%
COC(=O)CCCC1=CC2=CC(=O)C(C)(O)C(=O)C2=CO1 (stereo unspecified)	-12.5%
COCCN1C(=O)c2ccccc2C(C(=O)NCCCN2CCCC2)C1c1c[nH]c2ccccc12 (stereo unspecified)	1.1%
CCOC(=O)c1cnc2c(ccc3ccccc32)c1NCCO	-23.0%
C(=N\Nc1nc(N2CCCC2)nc(N2CCCC2)n1)/c1cccnc1	-5.6%
O=C(c1ccco1)N1CCN(S(=O)(=O)c2ccc3c(c2)CCN3C(=O)C2CCC2)CC1	1.8%

(more compounds)
SMILES	ERK EGF inh
Cc1nnc2ccc(-c3ccc(NC(=O)c4ccco4)cc3)nn12	6.1%
CC(C)c1csc(CN2CCC(CO)(Cc3ccccc3)CC2)n1	17.6%
CC(C(=O)Nc1cccc(Br)c1)c1ccc([N+](=O)[O-])cc1 (stereo unspecified)	7.8%
COc1ccc(NC(=S)N2CCN(Cc3ccc(C)cc3)CC2)cc1	-1.8%
CCCS(=O)(=O)N1CCN=C1SCc1cccc2ccccc12	-21.7%
COC(=O)[C@@]1(Cc2ccc(F)cc2)[C@H]2c3cc(C(=O)N4CCCC4)n(CCc4ccc(O)c(O)c4)c3C[C@H]2CN1C(=O)c1ccccc1	?
COC(=O)Cc1ccc(NC(=S)N2CCN(c3cc(Cl)ccc3C)CC2)cc1	?
CC(C)(C)NC(=O)COC(=O)CCC(=O)c1ccc(F)cc1	5.5%
COc1ccc(CNC(=O)c2ccc(Cn3nc(C)c([N+](=O)[O-])c3C)o2)cc1	?
O=S(=O)(c1ccccc1)N1CCC2(CCN(c3ncccn3)CC2)CC1	4.6%
COc1cc(C(=O)Nc2nc3ccccc3[nH]2)cc(OC)c1OC	0.9%
Cc1cccc(C(=O)n2cnnc2N)c1	0.3%
CN(C)C(=O)c1ccc2c(c1)n(C)c(=O)n2C	-5.8%
COc1ccc(-c2cnnc(N/N=C/c3ccc(O)c(OC)c3)n2)cc1	2.9%
Nc1nc(NC(=O)/C=C/c2ccccc2)nn1-c1ccccc1	-5.7%
NS(=O)(=O)c1ccc(-n2nc(C(=O)O)cc2-c2ccc(Cl)cc2)cc1	1.1%
CN1N=C2c3ccccc3CCC2C1c1ccc(Cl)cc1 (stereo unspecified)	-9.9%[57.5 µM]
CCN(CCn1cccn1)C(=O)CCc1nnc(CCCc2ccccc2)o1	4.2%
Nc1nc(N2CCN(c3cccc(Cl)c3)CC2)n[nH]1	0.5%
O=C(NCCc1ccccc1)c1n[nH]c(=O)c2ccccc12	-7.8%
CC(=O)c1ccc(-c2nnc(CCC(=O)N(C)Cc3cnc4ccccn34)o2)s1	0.8%
O=C(CSc1nnc(-c2ccco2)o1)c1ccc(O)cc1O	-1.3%
COc1ccc(COCC(O)CN(Cc2ccccc2)C(C)C)cc1OC (stereo unspecified)	-10.0%
O=C(/C=C/c1ccccc1Cl)Nc1ccc(Cl)cn1	-6.9%[57.5 µM]
O=S(=O)(NN=C1CCCCC1)c1ccccc1	9.5%

Part of the list above, as labelled records:
COc1cc(C(=O)Nc2nc3ccccc3[nH]2)cc(OC)c1OC
  ERK EGF inh: 0.9%

Cc1cccc(C(=O)n2cnnc2N)c1
  ERK EGF inh: 0.3%

CN(C)C(=O)c1ccc2c(c1)n(C)c(=O)n2C
  ERK EGF inh: -5.8%

Continued:
SMILES	ERK EGF inh
Cc1nc([N+](=O)[O-])cn1CC(O)c1ccc(Cl)cc1 (stereo unspecified)	0.0%[57.5 µM]
Cc1cccc(-n2c(CNC(=O)c3ccc(S(=O)(=O)N(C)C)cc3)nnc2SCC(=O)Nc2ccc(F)cc2)c1	8.2%
CC1(C)Cc2cccc(Oc3ccc(S(=O)(=O)N4CCCCC4)cn3)c2O1	4.1%
Cc1cc(/C=C(\C#N)C(=O)NCc2ccco2)c(C)[nH]1	3.5%
O=C(NNC(=O)c1cc([N+](=O)[O-])ccc1Cl)c1cccs1	2.0%
COc1cccc(/C=N/n2c(-c3cc(C)[nH]n3)n[nH]c2=S)c1	-2.8%[57.5 µM]
CCCCN1C(=O)C2Cc3c([nH]c4ccccc34)CN2C1=S (stereo unspecified)	0.7%
CC[C@H](C)C(=O)O[C@H]1CCC=C2C=C[C@H](C)[C@H](CC[C@@H]3C[C@@H](O)CC(=O)O3)[C@H]21	?
CC(=O)C1=C(C)N(CC2CC2)C(=O)N[C@H]1c1cccs1	-11.7%&2.3%
CCN(c1cccc2ccccc12)S(=O)(=O)c1ccc(Cl)nc1	-0.2%[57.5 µM]
Cc1ccc(N2C(=O)N(CC(=O)Nc3ccc(C)cc3C)C(=O)C2C)cc1 (stereo unspecified)	3.9%
CCC(C)NC(=O)c1cccc(OCc2c(C)noc2C)c1 (stereo unspecified)	-14.8%
COCC(=O)Nc1ccc2c(c1)OCO2	-3.5%
CCCN1CCc2[nH]c(=S)[nH]c(=O)c2C1	19.9%
Cc1nn(C)c(Nc2ccc(Br)cc2)c1Br	12.6%
CCCCCCOc1ccc(C(CC(=O)NC)C(=O)O)cc1 (stereo unspecified)	-4.7%
NCC1O[C@@H](O[C@H]2C(O)C(O[C@@H]3C(O[C@H]4OC(CO)C(O)C(O)C4N)C(N)CC(N)[C@H]3O)O[C@@H]2CO)C(N)C(O)C1O (stereo partly specified)	-4.6%
O=C(NC1=NCCS1)C1CC(=O)N(c2ccc(Cl)cc2)C1 (stereo unspecified)	0.4%
O=C(NN1C(=O)c2ccccc2C1=O)C1CC2CCC1C2 (stereo unspecified)	7.0%
CC(C)C(=O)Nc1cccc(NC(=O)c2ccc(Cl)cc2Cl)c1	0.6%
COc1ccc(/C=C/C(=O)NC(=S)NNC(=O)c2ccco2)cc1	-1.0%
O=C(/C=C/Nc1ccc(F)cc1F)c1cccs1	6.6%
Cc1cc(NC(=O)CSc2nc(N)c(NC(=O)c3ccco3)c(=O)[nH]2)no1	8.8%[57.5 µM]
O=C1OCC2=C1C(c1ccc(F)cc1)c1cc3c(cc1N2)OCCO3 (stereo unspecified)	1.5%
O=C(NCCN1CCOCC1)c1cc(-c2ccco2)on1	1.8%

Of the compounds above, 3 have a cyano group:
SMILES	ERK EGF inh
N#CCCn1cc(C=O)c(-c2cccs2)n1	0.6%
N#Cc1nc(-c2ccco2)oc1NCc1ccccc1Cl	5.8%[57.5 µM]
Cc1cc(/C=C(\C#N)C(=O)NCc2ccco2)c(C)[nH]1	3.5%

Next records.
SMILES	ERK EGF inh
COc1ccc(/C=N/NC(=O)c2ccccc2OCc2ccccc2)c(OC)c1	2.1%
CN1CCN(S(=O)(=O)c2ccc(NC(=S)NC(=O)C(C)(C)C)cc2)CC1	-0.3%
Cc1ccccc1Nc1nc(N)nc(COC(=O)C2CCCCC2)n1	3.3%
CCCCOC(=O)c1nc(Cl)c(Cl)c(N)c1Cl	-9.4%
Cc1cc(C(=O)NNS(=O)(=O)c2ccccc2C(F)(F)F)nn1C(C)(C)C	9.2%[57.5 µM]
COCC(=O)N1CCC[C@@]2(CCN(C(=O)Nc3cccc(C#N)c3)C2)C1	6.1%
CCN(CC)c1ccc2cc(S(=O)(=O)c3ccc(Cl)cc3)c(=O)oc2c1	?
COc1ccccc1NC(=S)N(Cc1cccnc1)Cc1ccco1	-1.9%
COc1ccc(S(=O)(=O)NCCOc2ccccc2)cc1-n1cnnn1	2.3%
CC(C)=CC(=O)Nc1ccc(OCc2ccccc2)cc1	18.9%
Cn1c(N)c(C(=O)COC(=O)c2cccc(S(=O)(=O)N3CCCCC3)c2)c(=O)n(C)c1=O	-5.5%
Cn1cccc1C1C(C#N)=C(N)OC2=C1C(=O)CCC2 (stereo unspecified)	-7.0%[57.5 µM]
COc1ccccc1-c1cc(=O)c2c(O)ccc([N+](=O)[O-])c2o1	-10.5%[57.5 µM]
COC(=O)[C@@]1(Cc2ccc(OC)cc2)[C@H]2c3cc(C(=O)N4CCCC4)n(CCn4cc([N+](=O)[O-])nc4C)c3C[C@H]2CN1C(=O)c1ccccc1	-3.5%&-2.4%
N/C(=N\c1nc2ccccc2o1)NC(=O)c1ccc([N+](=O)[O-])cc1	0.2%[57.5 µM]
NC(=O)c1ccc[n+](CC(=O)c2ccc(F)cc2)c1	-0.5%[57.5 µM]
Clc1nc(N2CCOCC2)ncc1Br	5.9%[57.5 µM]

Only part of the results is shown; count on the stated rates, not on these rows.
